High-throughput results from PubChem.
V1R ag counter: counter-screen for oxytocin receptor agonists: human V1a receptor agonists; P37288; CHO-V1R cells, Fluo-8 calcium fluorescence, agonist mode; 0% DMSO, 100% 3 nM vasopressin; activation, % at 3 µM; hit rate 0.25% among 320,000;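 active means activation above the mean activation of all tested compounds plus 3 SD, per screening run, cut at about 20% in these data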;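 further: signal is peak over basal fluorescence ratio across a 100 second FLIPR read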
M1 ag: human M1 muscarinic receptor agonism; P11229; CHO-K1 hM1, Fluo-8 calcium fluorescence, agonist mode; 0% DMSO, 100% acetylcholine EC100; activation, % at 3 µM; hit rate 0.33% among 360,000;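 active means activation above the run's mean compound activation plus 3 SD, cut at about 16% in these data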;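 further: peak over basal fluorescence ratio within a 140 s kinetic read after compound addition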
CHO parental Ca: signal in parental CHO cells, OX1R antagonist counter-screen. parental CHO-K1, ATP-induced calcium, Fluo-8 fluorescence. inhibition, % at 5.6 µM. hit rate 0.63% among 330,000. AID 463079;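 active means inhibition above that plate's mean sample inhibition plus 3 SD, cut at about 26% in these data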;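 further: 0% = ATP-challenged DMSO wells and 100% = DMSO wells without ATP; some compounds past the cut are filed as inactive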
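Material – parental CHO cells · Reagent – ATP stimulus · Compound – single nominal dose of 5.6 µM per compound · Detection – Fluo-8 fluorescence · Read-out basis – percent inhibition of calcium signal · Controls – ATP-challenged DMSO wells low, unchallenged DMSO wells high · Repeats – no replicates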
M1 PAM: human CHRM1 positive allosteric modulation; P11229; CHO-K1 hM1, Fluo-8 calcium fluorescence, ACh EC20; 0% = ACh EC20, 100% = maximal ACh; activation, % at 3 µM; hit rate 0.088% among 360,000; in the data active means activation above about 19%, passing the limit was not always enough
TAAR1 antag: human TAAR1 antagonism; Q96RJ0; inhibition, % at 3 µM; hit rate 1.5% among 360,000; CHO RD-HGA16 TAAR1, Fluo-8 calcium fluorescence, antagonist; AID 624466;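 active means inhibition above a per-plate cutoff, the mean inhibition of test compounds on that plate plus 3 SD, cut at about 49% in these data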;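 further: 0% = DMSO plus EC80 beta-PEA response and 100% = DMSO alone without agonist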
Target sequence (Q96RJ0 whole entry, looked up): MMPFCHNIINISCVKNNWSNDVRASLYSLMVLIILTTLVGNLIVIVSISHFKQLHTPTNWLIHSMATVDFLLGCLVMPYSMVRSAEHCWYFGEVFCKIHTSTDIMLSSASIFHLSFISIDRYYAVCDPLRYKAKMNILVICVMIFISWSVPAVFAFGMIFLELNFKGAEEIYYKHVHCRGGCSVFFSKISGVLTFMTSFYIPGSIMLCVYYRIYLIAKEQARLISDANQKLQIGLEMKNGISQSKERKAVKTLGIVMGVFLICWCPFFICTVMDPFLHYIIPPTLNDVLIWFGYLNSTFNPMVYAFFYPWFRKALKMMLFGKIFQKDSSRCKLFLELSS
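Assay system: RD-HGA16 CHO cells with stable hTAAR1 and Gα16 / Reagent: EC80 β-phenethylamine stimulus / Doses: 3 µM, single point / Timing: dye loading 75 min at 37 °C, then 30 min room temperature / Measured by: Fluo-8 intracellular calcium dye fluorescence, real-time kinetic reads / Controls: vehicle wells and EC80 agonist wells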
M1 antag: blocks human M1 muscarinic receptor; CHO-K1 hM1, Fluo-8 calcium fluorescence, ACh EC80 antagonist; inhibition, % at 3 µM; hit rate 1.3% among 360,000; AID 588852;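 active means percent inhibition above its own plate's cutoff, namely the mean of that plate's compound wells plus 3 SD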;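 further: peak over basal fluorescence ratio during 140 s after agonist addition; 0% = ACh EC80 plus DMSO and 100% = DMSO alone without agonist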
TAAR1 ag: agonists of human TAAR1 | Q96RJ0 | CHO RD-HGA16 TAAR1, Fluo-8 calcium fluorescence; vehicle wells 0%, saturating PEA agonist 100% | activation, % at 3 µM | hit rate 0.99% among 360,000 | AID 624467;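 active means activation above the mean activation of all test compounds in the run plus 3 SD, cut at about 38% in these data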
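Test system: RD-HGA16 (CHO) cells co-expressing Gα16 and hTAAR1 | Doses: Single dose, 3 µM | Schedule: 17-24 h seeding, 75 min 37 °C dye, 30 min RT | Evaluation: % activation from peak over basal fluorescence ratio, DMSO-to-PEA scaled | Technique: Kinetic Fluo-8 calcium fluorescence | Benchmarks: Low control DMSO, high control PEA (EC100)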
OXTR potentiator: human OXTR potentiation | P30559 | CHO-OTR cells, Fluo-8 calcium fluorescence, potentiator mode; 0% = oxytocin EC15, 100% = EC100 | activation, % at 3 µM | hit rate 0.061% among 320,000;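 active means activation above that plate's cutoff, the mean activation of tested compounds plus 3 SD, cut at about 6.6% in these data, passing the limit was not always enough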;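 further: 100% uses oxytocin at 75 nM as the full agonist control; some results filed as inactive read as strong as hits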
Target sequence (P30559 whole entry, looked up): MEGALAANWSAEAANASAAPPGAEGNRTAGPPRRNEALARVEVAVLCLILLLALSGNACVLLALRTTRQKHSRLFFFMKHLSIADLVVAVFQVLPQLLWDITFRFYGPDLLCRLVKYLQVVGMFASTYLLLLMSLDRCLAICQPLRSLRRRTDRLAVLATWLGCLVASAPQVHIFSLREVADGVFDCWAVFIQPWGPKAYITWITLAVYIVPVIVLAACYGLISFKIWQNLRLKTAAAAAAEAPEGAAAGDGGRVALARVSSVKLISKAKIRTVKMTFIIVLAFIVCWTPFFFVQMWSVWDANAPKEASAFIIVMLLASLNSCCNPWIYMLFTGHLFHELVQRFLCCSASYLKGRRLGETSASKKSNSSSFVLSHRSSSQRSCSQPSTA
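assay system = CHO-OTR cells, human receptor | schedule = compound 6 min at room temperature before oxytocin, 100 s read | detection = Fluo-8 intracellular calcium fluorescence, ex 470-495, em 515-575 nm | evaluation = normalized max/min fluorescence ratio, % activation | control set = EC15 oxytocin alone as 0%, 75 nM oxytocin (EC100) as 100%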
OXTR agonist: activates the human oxytocin receptor; activation, % at 3 µM; hit rate 0.32% among 320,000; P30559; AID 2435; CHO-OTR cells, Fluo-8 calcium fluorescence; normalized: DMSO 0%, oxytocin 100%;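 active means activation above the mean of all tested compounds plus 3 SD, cutoff set per screening run, cut at about 20% in these data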;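 further: peak over basal fluorescence ratio from a 100 s FLIPR kinetic read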
Active calls of the source: *; nt = not tested or not shown.

SMILES	V1R ag counter	M1 ag	CHO parental Ca	M1 PAM	TAAR1 antag	M1 antag	TAAR1 ag	OXTR potentiator	OXTR agonist
Clc1ccc(-c2ccc(/C=N/Nc3cc(N4CCOCC4)nc(N4CCOCC4)n3)o2)cc1	-1.2	-2	-43	1	30	4	0	-23	-1.7
O=C(CN(Cc1ccco1)C(=O)c1ccc(Cl)cc1)Nc1ccc(Cl)c(Cl)c1	0.9	-6	-4	5	9	0	1	0	0.1
O=C(NCCCl)NNc1c(Cl)cc(Cl)cc1Cl	-0.3	-5	-5	-13	-1	12	5	-7	-0.2
Cn1c(CCNC(=O)c2ccccc2)nc2cc(NC(=O)c3ccco3)ccc21	0.1	-4	-6	1	-4	8	7	6	0.7
CNc1ccccc1	1.1	-1	-9	7	7	-9	2	-1	1.3
c1ccc(Cc2nnc3n2N=C(c2ccccc2)CS3)cc1	0.3	-6	-14	5	7	0	15	-15	-1.0
CS(=O)(=O)N(CCc1ccccc1)CC(=O)N1CCN(Cc2ccccc2)CC1	3.7	-2	3	0	4	-5	6	-13	2.7
O=c1ccc(-c2ccccc2)nn1Cc1ccc(F)cc1	4.9	6	1	10	7	-1	-1	-16	4.9
Cc1ccc(N(CC(=O)NCc2ccc(F)cc2)C(=O)c2ccco2)cc1C	0.4	-3	-27	8	-4	-6	-4	-13	-1.4
CC(=O)NC(c1ccc(F)c(F)c1)c1nc(-c2cc3ccccc3o2)cs1 (configuration not stated)	nt	-3	nt	5	-23	-11	0	nt	nt
CCOC(=O)c1c(NC(=O)CSc2nc3ccccc3s2)sc(C(C)=O)c1C	4.0	0	36*	-11	-10	23	4	-7	1.8
N#C/C(=C\c1ccc([N+](=O)[O-])o1)c1nc2ccccc2[nH]1	3.4	nt	7	nt	66*	nt	17	-11	1.5

The final 3 compounds of the section before open the next one.
SMILES	V1R ag counter	M1 ag	CHO parental Ca	M1 PAM	TAAR1 antag	M1 antag	TAAR1 ag	OXTR potentiator	OXTR agonist
CC(=O)NC(c1ccc(F)c(F)c1)c1nc(-c2cc3ccccc3o2)cs1 (configuration not stated)	nt	-3	nt	5	-23	-11	0	nt	nt
CCOC(=O)c1c(NC(=O)CSc2nc3ccccc3s2)sc(C(C)=O)c1C	4.0	0	36*	-11	-10	23	4	-7	1.8
N#C/C(=C\c1ccc([N+](=O)[O-])o1)c1nc2ccccc2[nH]1	3.4	nt	7	nt	66*	nt	17	-11	1.5
CC(CCN1C(N(C)C)=NC[C@@H]1C)c1ccccc1 (some centres not stated)	-0.1	-14	10	-23	17	31*	2	-6	0.5
O=C(NCc1ccccc1)Nc1cccn(Cc2ccccc2F)c1=O	1.6	-7	-14	8	6	-9	0	-8	-1.9
O=C(Cc1ccc2c(c1)OCCO2)Nc1cc(C(F)(F)F)ccc1N1CCOCC1	nt	-4	nt	-4	9	7	5	nt	nt
CCC(=O)c1ccc(-c2ccccc2)cc1	0.2	-7	-8	13	-22	-11	-1	-7	-2.7
Cc1cccc(C)c1OCC(=O)Nc1cccc(-c2nnc(-c3ccccc3)o2)c1	0.3	-3	-5	0	-3	7	12	3	-0.6
COc1ccc(N2C(=O)C(CC(=O)O)S/C2=N\N=C\c2cccs2)cc1 (configuration not stated)	-0.1	-2	-8	4	3	4	0	-3	0.6
O=C(CCC(=O)c1ccc(Cl)cc1)OCc1nc2ccsc2c(=O)[nH]1	-0.9	-1	-14	0	-35	3	3	-7	0.0
O=C(CNc1ccc(C(F)(F)F)cc1[N+](=O)[O-])OCC(=O)c1ccccc1	1.4	-2	4	-4	18	5	6	-11	-0.5
CCCC1(C)SC(NC(C)=O)=NN1C(C)=O (configuration not stated)	2.1	4	-8	13	-17	-9	2	-6	1.0
O=C(Nc1ccc(F)cc1F)c1ccccc1-c1ccccc1	1.1	-11	-20	-3	-19	-1	-1	6	-2.6
Cc1ccc(C(=O)NCCSc2ccc(Cl)cc2)cc1[N+](=O)[O-]	0.1	-4	-15	-19	43	24	9	-10	-1.9
Cc1cccc(N(O)C(=O)Nc2cccc(Cl)c2)c1	nt	0	nt	2	12	-3	11	nt	nt

Looked up one by one from the entries so far:
SMILES	V1R ag counter	M1 ag	CHO parental Ca	M1 PAM	TAAR1 antag	M1 antag	TAAR1 ag	OXTR potentiator	OXTR agonist
CCC(=O)c1ccc(-c2ccccc2)cc1	0.2	-7	-8	13	-22	-11	-1	-7	-2.7
O=C(CCC(=O)c1ccc(Cl)cc1)OCc1nc2ccsc2c(=O)[nH]1	-0.9	-1	-14	0	-35	3	3	-7	0.0
O=C(CNc1ccc(C(F)(F)F)cc1[N+](=O)[O-])OCC(=O)c1ccccc1	1.4	-2	4	-4	18	5	6	-11	-0.5
COc1ccc(N2C(=O)C(CC(=O)O)S/C2=N\N=C\c2cccs2)cc1 (configuration not stated)	-0.1	-2	-8	4	3	4	0	-3	0.6
CCCC1(C)SC(NC(C)=O)=NN1C(C)=O (configuration not stated)	2.1	4	-8	13	-17	-9	2	-6	1.0
Cc1cccc(C)c1OCC(=O)Nc1cccc(-c2nnc(-c3ccccc3)o2)c1	0.3	-3	-5	0	-3	7	12	3	-0.6
CC(CCN1C(N(C)C)=NC[C@@H]1C)c1ccccc1 (some centres not stated)	-0.1	-14	10	-23	17	31*	2	-6	0.5

(more compounds)
SMILES	V1R ag counter	M1 ag	CHO parental Ca	M1 PAM	TAAR1 antag	M1 antag	TAAR1 ag	OXTR potentiator	OXTR agonist
Cc1cccc(N2CCN(C(=O)c3ccc4c(c3)OCCO4)CC2)c1C	-0.6	-3	-14	9	-35	-9	6	0	-1.9
O=C(O)c1cc(S(=O)(=O)Nc2ccc3cn[nH]c3c2)ccc1Cl	-0.1	0	-17	13	-23	-12	1	2	1.9
CN1C(=O)c2ccccc2Sc2ccc(NC(=O)N3CCCC3)cc21	1.5	-3	-5	-5	-12	17	8	-6	-0.3
CCCOc1c(Br)cc(C(=O)NCC)cc1OC	-0.4	-2	-8	7	0	-37	2	-17	-2.9
S=C(NCCCn1ccnc1)Nc1ccc(Cl)cc1Cl	0.9	-14	-3	1	-12	-1	2	-3	1.0
COc1ccc2[nH]c(C(=O)O)c(NS(=O)(=O)c3ccc(OC)c(OC)c3)c2c1	0.6	-1	11	10	-5	-6	4	-13	0.3
COc1ccc(C2=NOC(C)(c3nnc(-c4ccncc4)o3)C2)cc1 (configuration not stated)	2.4	9	1	4	23	-3	5	-2	2.2
Cc1ccc(NC(=O)C2CCN(S(=O)(=O)c3cccc4nonc34)CC2)cc1	6.4	-2	4	-7	7	-5	17	-10	5.2
NS(=O)(=O)c1ccc(N/N=C/c2ccccn2)c([N+](=O)[O-])c1	-0.4	2	-3	14	10	-18	0	4	-0.7
COc1ccccc1NC(=O)CSc1nnc(C)n1Cc1ccccc1	-0.2	-4	-11	-1	1	-13	5	-7	-1.1
CC(=O)N1CCC(N(C(=O)Nc2c(F)cccc2F)C(C)C)CC1	0.3	-3	-4	3	4	-11	1	-1	0.6
CCOC(=O)C1CCN(C(=O)c2ccccc2NC(=O)c2ccc(Cl)cc2)CC1	0.0	-6	-22	-2	-7	12	5	5	-3.1
CCCCn1c(N)c(N(CCOC)C(=O)CSc2nnc(-c3ccc(F)cc3)n2N)c(=O)[nH]c1=O	0.1	-1	-3	9	-14	-23	2	1	0.1
CCOC(=O)c1ccc(COC(=O)c2cc3ccccc3oc2=O)o1	-0.4	-4	-22	-8	-14	-24	6	-5	-1.0
CC1CC(C)CN(C(=O)C(NS(=O)(=O)c2ccc3c(c2)oc(=O)n3C)C(C)C)C1 (configuration not stated)	-1.3	-8	-15	11	-10	-11	3	-1	-0.6
COCCCNC(=O)CC1C(=O)N(Cc2ccccc2)C(C)c2nc3ccccc3n21 (configuration not stated)	-0.8	-5	-10	-5	-6	6	1	5	-0.1
CCOC(=O)N1CCN(C(=O)CSc2nnc3[nH]c(=O)c(C)c(C)n23)CC1	1.0	-7	-5	6	-22	-5	4	-2	-0.2
